# Screening results as filed in PubChem BioAssay.
# STAT3 act = STAT3 signaling activation | hit rate 0.91% among 190,000 | activation (% of control), % at 5.6 µM | AID 871 | U3A cells, IL-6 STAT3-luciferase reporter, luminescence; 100% = signal with IL-6 EC80 alone;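 active = activation above the screen-wide mean of compound activation plus 3 SD, cut at about 130% in these data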;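 also: 0% = background luminescence of wells with medium and substrate only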
#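 Detection: reporter luminescence signal / Assay system: STAT1-lacking human U3A cells, STAT3 luciferase reporter / Incubation: compound pre-incubation 1 h before IL-6, then 6 h stimulation at 37 °C / Control set: IL-6-only high control / Read-out: % activation relative to IL-6 control / Probe or stimulus: Interleukin-6, 33 ng/mL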
# STAT3 inh = reduces IL-6 driven STAT3 reporter signal; U3A cells, IL-6 STAT3-luciferase reporter, luminescence; host cell line lacks STAT1; inhibition, % at 5.5 µM; hit rate 0.89% among 190,000;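 active = inhibition above the mean inhibition across all screened compounds plus 3 SD, cut at about 44% in these data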;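 also: 0% = DMSO only wells and 100% = 100 µM nifuroxazide control wells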
# APP transl inh = APP translation inhibition; hit rate 0.82% among 190,000; SH-SY5Y APP 5'UTR-luciferase reporter, luminescence; inhibition, % at 2 µM;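 active = inhibition above a set limit, derived from the sample mean plus 3 SD, cut at about 45% in these data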; also: values of inactives mirror those of a sister screen read the other way
# Hsp70 activator = switches on Hsp70 transcription; activation, % at 10 µM; hit rate 0.04% among 200,000; HeLa Hsp70 promoter luciferase reporter, luminescence; scaled: vehicle 0, proteasome-inhibitor control 100%;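 active = activation above the mean across all tested compounds plus 3 SD, cutoff set per campaign, cut at about 5.5% in these data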;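 also: 100% = MG132 at 30 µM as the positive control and 0% = DMSO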
# FLuc inh counter = inhibits firefly luciferase, flagging false hits in luciferase inhibition screens. P08659. ATPLite firefly luciferase biochemical luminescence, 10 min. inhibition, % at 10 µM. hit rate 1.5% among 200,000;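 active = inhibition above about 50% when tested at 10 µM, limit read from the data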
# Target sequence (P08659 whole entry, looked up): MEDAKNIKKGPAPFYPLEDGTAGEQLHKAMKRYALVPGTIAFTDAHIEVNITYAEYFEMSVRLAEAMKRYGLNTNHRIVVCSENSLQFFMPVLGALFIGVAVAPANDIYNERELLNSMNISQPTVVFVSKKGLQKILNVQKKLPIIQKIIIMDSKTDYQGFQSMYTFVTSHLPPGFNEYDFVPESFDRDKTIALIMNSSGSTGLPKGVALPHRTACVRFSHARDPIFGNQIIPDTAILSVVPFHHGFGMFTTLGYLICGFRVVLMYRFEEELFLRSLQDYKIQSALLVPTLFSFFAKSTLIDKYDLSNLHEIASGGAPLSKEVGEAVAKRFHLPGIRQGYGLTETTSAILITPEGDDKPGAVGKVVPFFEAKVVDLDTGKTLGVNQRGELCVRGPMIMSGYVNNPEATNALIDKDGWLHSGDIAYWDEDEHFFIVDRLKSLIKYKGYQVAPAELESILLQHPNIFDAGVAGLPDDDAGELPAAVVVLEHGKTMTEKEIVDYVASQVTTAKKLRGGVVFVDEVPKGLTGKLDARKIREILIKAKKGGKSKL
# NF-kB neuron act = NF-kB expression increase, human neuronal cells. AID 1239. hit rate 1.6% among 190,000. NF-kB reporter expression; active compounds read high. fold change at 12.5 µM; in the data active = fold change above about 3.3
# APP 5'UTR act = APP 5'UTR luciferase reporter activation | SH-SY5Y APP 5'UTR luciferase reporter, luminescence; zero percent = DMSO vehicle wells | activation, % at 2 µM | hit rate 1% among 190,000 | AID 1276;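 active = activation above a set limit, based on mean plus 3 SD of controls, cut at about 140% in these data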; also: values of inactives mirror those of a sister screen read the other way
# RAM network inh = blocks the yeast RAM network; inhibition, % at 50 µM; S. cerevisiae dse1pr::URA3 reporter, 5-FOA growth OD615, 2 d; analog-sensitive cbk1-as2 kinase mutant strain; hit rate 1.8% among 190,000;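 active = inhibition above a set limit, 3 SD over mean compound inhibition, cut at about 8.4% in these data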;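 also: 0% = DMSO-only wells with no growth and 100% = 10 µM 1-NA-PP1 full growth; inhibition rescues growth on 5-FOA so higher OD means more RAM inhibition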
# STAT1 act = increases IFN-gamma driven STAT1 reporter signal; NIH 3T3 STAT1-luciferase reporter, luminescence; 100% = IFN-gamma alone, no compound; activation (% of control), % at 5.5 µM; hit rate 2.6% among 200,000; AID 932;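 active = activation above the screen-wide mean activation plus 3 SD, cut at about 130% in these data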;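 also: raw ratio to IFN-gamma control signal so 100% means no change and 0% no light; values of inactives mirror those of a sister screen read the other way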
# STAT1 inh = inhibitors of IFN-gamma induced STAT1 signaling | NIH 3T3 STAT1-luciferase reporter, luminescence | inhibition, % at 5.5 µM | hit rate 0.35% among 200,000 | AID 920;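 active = inhibition above a set limit, the mean inhibition across all tested compounds plus 3 SD, cut at about 34% in these data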;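 also: 0% = IFN-gamma with DMSO and 100% = IFN-gamma with 300 µM nifuroxazide; values of inactives mirror those of a sister screen read the other way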
# Active calls of the source: *; · = not tested or not shown. Compounds were not picked by outcome; overall some 7.7% were active at least once.
SMILES,STAT3 act,STAT3 inh,APP transl inh,Hsp70 activator,FLuc inh counter,NF-kB neuron act,APP 5'UTR act,RAM network inh,STAT1 act,STAT1 inh
CCCOc1ccc(C(O)CCNC(CC(=O)O)c2ccccc2)cc1 (configuration not stated),107.5,-12.0,-0.1,-0.2,-3.5,1.01,0.1,0.8,97.9,4.6
O=C(COc1ccccc1)c1cn(CC(=O)N2CCCC2)c2ccccc12,99.2,5.7,13.7,0.2,10.7,1.01,-13.8,0.7,100.9,-4.3
CC12CCC(C(=O)NCc3ccccc3Cl)(C(Br)C1=O)C2(C)C (configuration not stated),92.8,12.0,0.5,-0.4,-6.5,1.14,-0.5,3.1,93.5,7.4
Cc1nc2ccccc2c2oc(C(=O)NCCCN3CCCC3=O)cc12,91.6,10.5,-8.9,-0.3,-1.1,0.77,8.9,1.1,93.8,7.5
O=C(Cn1nnc(-c2cccc(C(F)(F)F)c2)n1)N1CCCCCC1,101.3,-1.3,1.5,-0.1,-1.3,0.83,-1.5,-0.7,96.1,4.3
O=C(O)c1ccc(-c2nc(-c3ccc(Cl)c(Cl)c3)cs2)cc1,106.3,1.4,-57.3,0.0,-6.9,1.88,57.3,0.4,109.1,-9.4
C=CCNC(=O)c1ccc(Cl)cc1Cl,95.9,6.0,-23.2,-0.3,-3.7,0.95,23.2,2.0,91.8,8.9
O=C(O)c1ccc(S(=O)(=O)c2ccccc2)cc1,106.3,-5.0,8.5,-0.4,-2.2,1.59,-8.5,-0.5,89.8,11.0
COc1ccc(-n2nc3c(c2NC(=O)c2c(-c4ccccc4Cl)noc2C)CS(=O)(=O)C3)cc1,110.0,-7.7,6.4,-0.5,-3.6,1.05,-6.4,1.7,101.4,-1.5
COc1cccc(CN(C)CC(=O)Nc2ccccc2C(=O)Nc2ccccc2)c1OC,111.3,-3.4,2.6,-0.2,-0.9,0.48,-2.6,0.1,92.1,6.6
CNC(=S)N/N=C(\C)c1ccc2c(c1)OCCO2,94.5,4.4,3.1,0.0,5.3,1.35,-3.1,0.7,107.3,-5.3
O=C(CN1CCCC1)N1c2ccccc2Sc2ccc(C(F)(F)F)cc21,110.6,-10.4,-12.9,-0.3,-4.8,1.19,12.9,0.0,107.2,1.6
Cc1nn(C)c(C)c1S(=O)(=O)N1CCCC(C(=O)N2CCN(c3ccccc3)CC2)C1 (configuration not stated),101.5,6.9,-0.6,-0.3,-5.6,1.04,0.6,1.1,90.4,10.6
CCOC(=O)C1CC2CC(C1)CN(C(=O)C1CCCCC1)C2 (configuration not stated),96.4,10.8,15.1,-0.1,-5.2,1.08,-15.1,0.7,94.5,4.5
O=C(CCC(=O)N1CCN(S(=O)(=O)c2ccc(Cl)cc2)CC1)Nc1cccc(Br)c1,88.1,13.2,-20.1,-0.1,-5.6,1.29,20.1,6.9,95.2,5.2
COc1ccc(C(=O)NC(=S)N2CCCc3ccccc32)cc1OC,90.7,16.9,-8.4,0.3,-1.6,0.75,8.4,-0.9,103.3,-4.7
N#CC1=C(N)Oc2ccc3ccccc3c2C1c1cccnc1 (configuration not stated),110.8,-2.1,54.5*,0.1,-3.4,1.05,-54.5,2.2,89.8,11.2
COc1cc(OC)cc(C(=O)OCc2ccc([N+](=O)[O-])cc2)c1,90.0,13.6,2.3,-0.4,3.9,1.34,-2.3,4.8,103.3,-4.7
Nc1ccc2nc(CCCCCCc3nc4ccc(N)cc4[nH]3)[nH]c2c1,102.7,4.0,3.6,-0.1,-6.5,1.01,-3.6,-0.5,104.8,-7.3
CCOc1ccc(NC(=O)CC2C(=O)N(c3ccc(OC)cc3)C(=O)N2CCc2ccc(OC)c(OC)c2)cc1 (configuration not stated),103.2,-3.3,-4.3,-0.3,-1.6,0.79,4.3,3.8,102.5,-2.0
COc1ccc(/C=N\n2nnc3ccccc32)cc1,25.0,92.7*,-191.1,-0.3,68.8*,3.13,191.1*,-0.3,69.7,31.4
O=C(NCc1ccccn1)C(=O)Nc1ccccc1,98.0,4.6,-72.6,-0.1,5.4,3.15,72.6,0.6,125.0,-29.2
CN(CC1COCCO1)c1nc2nonc2nc1N1CCSCC1 (configuration not stated),89.3,17.1,-1.0,0.0,-10.0,·,1.0,0.0,100.1,-1.9
CN(C)S(=O)(=O)Nc1ccc(Br)cc1F,101.5,2.0,-5.0,-0.2,2.5,1.19,5.0,0.0,97.5,2.8
CC(=O)Nc1ccc(S(=O)(=O)NCc2ccc(C(=O)NCc3ccc(Cl)cc3)cc2)cc1,100.4,6.5,2.5,-0.5,-8.7,0.79,-2.5,3.9,103.6,-3.9
N#Cc1ccccc1NC(=O)Nc1ccccc1,95.6,9.3,11.7,-0.1,8.1,1,-11.7,0.0,99.6,0.1
O=C(/C=C/c1ccco1)NCc1ccc2c(c1)OCO2,102.2,2.1,-8.6,0.0,0.4,1.09,8.6,0.6,96.3,2.7
CC(C)CN1C(=O)NC(NC(=O)c2cccs2)(C(F)(F)F)C1=O (configuration not stated),101.4,1.3,-0.5,-0.3,-2.7,1.05,0.5,-0.8,106.1,-6.7
CCn1nnnc1SCC(=O)N(C1CCCCC1)C1CCCCC1,102.0,3.4,-4.2,0.1,-4.3,0.88,4.2,1.1,92.8,7.9
COc1cc(/C=N/Nc2ccc(C)cc2)cc(Br)c1O,114.6,-15.3,-4.5,-0.5,-1.0,0.88,4.5,-0.4,93.0,7.0

# One compound at a time, from the list above. Screens in order: STAT3 act | STAT3 inh | APP transl inh | Hsp70 activator | FLuc inh counter | NF-kB neuron act | APP 5'UTR act | RAM network inh | STAT1 act | STAT1 inh
# CN(CC1COCCO1)c1nc2nonc2nc1N1CCSCC1 (configuration not stated) as listed: 89.3 | 17.1 | -1.0 | 0.0 | -10.0 | · | 1.0 | 0.0 | 100.1 | -1.9
# COc1ccc(/C=N\n2nnc3ccccc32)cc1 as listed: 25.0 | 92.7* | -191.1 | -0.3 | 68.8* | 3.13 | 191.1* | -0.3 | 69.7 | 31.4

# Continuation:
SMILES,STAT3 act,STAT3 inh,APP transl inh,Hsp70 activator,FLuc inh counter,NF-kB neuron act,APP 5'UTR act,RAM network inh,STAT1 act,STAT1 inh
O=C(CCCn1c(SCC(=O)c2ccc(Cl)cc2)nc2ccccc2c1=O)NCc1ccco1,90.0,12.5,7.4,-0.3,-6.9,1.31,-7.4,8.5*,94.7,5.9
COc1cc(NC(=S)NCc2ccco2)cc(OC)c1,95.6,11.7,1.5,-0.1,3.2,0.99,-1.5,-0.1,99.7,0.3
O=C(CC1(O)C(=O)Nc2ccccc21)c1cccc(-n2cccc2)c1 (configuration not stated),101.2,4.3,-0.4,0.0,-5.2,0.94,0.4,-1.7,100.8,-3.1
C#CCOCCOCCOCCNc1nc(N2CCOCC2)nc(N2CCN(C(=O)Cn3cc(CC(C)O)nn3)CC2)n1 (configuration not stated),104.5,-8.3,-11.7,-0.3,-6.4,1.14,11.7,-1.1,106.6,-7.3
NC(=O)c1nsnc1-c1ccccc1O,100.8,5.6,-3.6,-0.3,3.1,1.13,3.6,-0.3,96.8,4.6
Cc1ccc(OCCC(=O)Nc2ccc(C)c(F)c2)cc1,98.8,6.7,-8.4,-0.3,1.4,1.02,8.4,2.0,104.4,-6.1
COc1ccc(CC(=O)N2N=C(C)CC2(O)C(F)(F)F)cc1OC (configuration not stated),105.8,-4.3,-10.2,0.0,-4.3,1.11,10.2,-0.3,102.7,-2.3
COc1ccc(/C=C/C(=O)Nc2c(C)nn(C)c2C)cc1COc1ccc(Br)cc1,76.9,30.4,-0.1,-0.3,-7.5,1.16,0.1,-1.9,106.3,-6.8
O=C(CSc1nnc(CCc2ccccc2)n1-c1ccc(Cl)cc1)NCc1ccccc1,107.2,-2.1,8.2,-0.4,-9.7,0.5,-8.2,1.2,100.7,-0.7
Cc1ccccc1NC(=S)NNc1ncc(C(F)(F)F)cc1Cl,91.4,9.0,·,-0.4,-3.2,0.93,·,0.5,92.1,8.6
O=C1c2ccccc2-c2nnc(-c3ccc(O)cc3)cc21,40.4,71.9*,-120.0,-0.3,90.4*,2.44,120.0,4.7,55.8,48.1*
O=C(NCCCn1ccnc1)c1cc(S(=O)(=O)N2CCOCC2)ccc1F,101.3,-0.3,-16.7,-0.4,-5.0,1.11,16.7,1.4,96.8,2.0
COc1cccc(NC(=O)C(=S)NC2CCCCC2)c1,78.8,30.6,-156.1,-0.1,49.8,6.96*,156.1*,2.3,129.7*,-34.3
CCOC(=O)Cc1cn2c(=O)cc(CSCC(=O)Nc3ccc(C)c(C)c3)nc2s1,95.9,9.2,6.9,-0.6,-6.5,0.62,-6.9,-0.8,96.0,2.6
CC(C)N=C(NC#N)SCC(=O)NC(C)(C)C,95.6,7.0,-7.9,-0.1,-11.1,1.38,7.9,1.5,97.3,3.0
Cc1ccc(/C=N/N=C/c2ccc(C)cc2)cc1,101.1,-4.0,-40.8,-0.1,12.5,2.3,40.8,0.7,126.3,-29.5
c1cncc(-c2nc(N3CCOCC3)c3c4c(sc3n2)CCC4)c1,87.3,17.5,16.5,0.0,-5.0,0.77,-16.5,3.3,109.2,-10.4
Cc1csc(SCC(=O)NCc2ccccc2Cl)n1,97.9,8.7,-4.9,-0.3,-3.7,1.06,4.9,0.4,95.7,2.6
COc1cccc(OC)c1OCCN1CCN(C(=O)c2ccco2)CC1,97.0,10.8,-7.5,-0.2,-6.3,0.88,7.5,-0.2,101.3,-1.4
COc1cc(C(=O)Nc2ccc(-n3cnnn3)c(C)c2)cc(OC)c1OC,94.4,10.8,-12.0,0.1,-2.7,1.38,12.0,0.5,98.8,1.3
NC(=O)C(=O)N/N=C1\CCc2ccccc21,116.2,-18.5,-41.3,0.1,7.4,1.49,41.3,0.2,131.3*,-33.8
Cn1c(=O)n(CCc2ccccc2)c(=O)c2c1ncn2Cc1ccccc1,123.2,-24.3,-16.4,-0.2,-4.2,0.66,16.4,1.9,109.6,-7.3
CSc1nc(N)nc(SCC(=O)CC(=O)OC(C)C)c1C#N,83.3,24.3,-7.7,0.0,-5.6,0.96,7.7,2.8,102.6,-2.8
CC1CCN(S(=O)(=O)c2ccc(S(=O)(=O)NCC(=O)C(C)(C)C)cc2)CC1,104.2,1.2,-5.7,0.6,-2.1,1.03,5.7,4.5,105.5,-6.0
COc1ccc(C(=O)Nc2ccc(Cl)c(Cl)c2)c(OC)n1,136.4*,-39.9,-41.6,0.0,10.0,4.63*,41.6,3.5,130.9*,-33.7
CC(=O)Sc1nc(-c2ccccc2)[nH]c1S(=O)(=O)c1ccc(C)cc1,91.4,18.2,-3.6,0.2,-1.0,1.31,3.6,6.7,106.3,-6.6

# Limited to STAT3 act (6 entries from above):
mol | STAT3 act
NC(=O)C(=O)N/N=C1\CCc2ccccc21 | 116.2
Cn1c(=O)n(CCc2ccccc2)c(=O)c2c1ncn2Cc1ccccc1 | 123.2
CSc1nc(N)nc(SCC(=O)CC(=O)OC(C)C)c1C#N | 83.3
CC1CCN(S(=O)(=O)c2ccc(S(=O)(=O)NCC(=O)C(C)(C)C)cc2)CC1 | 104.2
COc1ccc(C(=O)Nc2ccc(Cl)c(Cl)c2)c(OC)n1 | 136.4*
CC(=O)Sc1nc(-c2ccccc2)[nH]c1S(=O)(=O)c1ccc(C)cc1 | 91.4
